High-throughput results from PubChem.
TAAR1 antag: human TAAR1 antagonism | Q96RJ0 | CHO RD-HGA16 TAAR1, Fluo-8 calcium fluorescence, antagonist | inhibition, % at 3 µM | hit rate 1.5% among 360,000;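 active = inhibition above a per-plate cutoff, the mean inhibition of test compounds on that plate plus 3 SD, cut at about 49% in these data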;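 note: 0% = DMSO plus EC80 beta-PEA response and 100% = DMSO alone without agonist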
Target sequence (Q96RJ0 whole entry, looked up): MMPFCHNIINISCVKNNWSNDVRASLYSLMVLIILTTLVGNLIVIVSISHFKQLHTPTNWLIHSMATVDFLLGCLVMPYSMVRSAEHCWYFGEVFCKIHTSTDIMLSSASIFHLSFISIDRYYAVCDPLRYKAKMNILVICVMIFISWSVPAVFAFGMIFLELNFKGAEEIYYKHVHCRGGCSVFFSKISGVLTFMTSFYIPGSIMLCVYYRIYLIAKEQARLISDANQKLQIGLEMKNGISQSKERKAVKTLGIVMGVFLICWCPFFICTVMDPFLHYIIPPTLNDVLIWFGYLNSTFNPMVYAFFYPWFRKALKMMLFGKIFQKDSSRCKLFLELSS
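test system = CHO RD-HGA16 cells bearing hTAAR1 | replication = singlicate | controls = DMSO-only wells and EC80 β-PEA-stimulated wells | reagent = EC80 β-phenethylamine stimulus | read-out basis = percent inhibition of PEA-evoked calcium signal, max/basal emission ratio | schedule = seeding 17-24 h prior, 75-min 37 °C, 30-min RT dye loading | signal = kinetic Fluo-8 calcium fluorescence measurement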
CHO-K1 Ca ag: counter-screen for M1 agonists: effect in parental CHO-K1 cells; Fluo-8 calcium fluorescence; scaled to maximal ATP response, vehicle zero; activation, % at 3 µM; hit rate 0.48% among 360,000; in the data active = activation above about 15%;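 note: untransfected CHO-K1 host cells lacking M1 receptor as counterscreen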
TAAR1 ag: agonists of human TAAR1; AID 624467; CHO RD-HGA16 TAAR1, Fluo-8 calcium fluorescence; vehicle wells 0%, saturating PEA agonist 100%; activation, % at 3 µM; hit rate 0.99% among 360,000; Q96RJ0;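 active = activation above the mean activation of all test compounds in the run plus 3 SD, cut at about 38% in these data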
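System: CHO-derived RD-HGA16 cells with stable Gα16 and human TAAR1. Times: 17-24 h plating, Fluo-8 75 min 37 °C, 30 min RT. Measured by: calcium-sensitive Fluo-8 signal, excitation 470-495, emission 515-575 nm. Read-out basis: % activation relative to PEA EC100 response. Control set: DMSO and PEA EC100. Repeats: no replicates (n 1).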
M1 ag: agonists of human M1 muscarinic receptor; P11229; CHO-K1 hM1, Fluo-8 calcium fluorescence, agonist mode; 0% DMSO, 100% acetylcholine EC100; activation, % at 3 µM; hit rate 0.33% among 360,000;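 active = activation above the run's mean compound activation plus 3 SD, cut at about 16% in these data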;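 note: peak over basal fluorescence ratio within a 140 s kinetic read after compound addition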
V1aR counter: counter-screen for oxytocin receptor agonists: human V1a receptor agonists | CHO-V1R cells, Fluo-8 calcium fluorescence, agonist mode; 0% DMSO, 100% 3 nM vasopressin | activation, % at 3 µM | hit rate 0.25% among 320,000 | AID 2797;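 active = activation above the mean activation of all tested compounds plus 3 SD, per screening run, cut at about 20% in these data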;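 note: signal is peak over basal fluorescence ratio across a 100 second FLIPR read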
OXTR potentiate: human OXTR potentiation | hit rate 0.061% among 320,000 | activation, % at 3 µM | P30559 | CHO-OTR cells, Fluo-8 calcium fluorescence, potentiator mode; 0% = oxytocin EC15, 100% = EC100;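 active = activation above that plate's cutoff, the mean activation of tested compounds plus 3 SD, cut at about 6.6% in these data, passing the limit was not always enough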;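 note: 100% uses oxytocin at 75 nM as the full agonist control; some results filed as inactive read as strong as hits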
Target sequence (P30559 whole entry, looked up): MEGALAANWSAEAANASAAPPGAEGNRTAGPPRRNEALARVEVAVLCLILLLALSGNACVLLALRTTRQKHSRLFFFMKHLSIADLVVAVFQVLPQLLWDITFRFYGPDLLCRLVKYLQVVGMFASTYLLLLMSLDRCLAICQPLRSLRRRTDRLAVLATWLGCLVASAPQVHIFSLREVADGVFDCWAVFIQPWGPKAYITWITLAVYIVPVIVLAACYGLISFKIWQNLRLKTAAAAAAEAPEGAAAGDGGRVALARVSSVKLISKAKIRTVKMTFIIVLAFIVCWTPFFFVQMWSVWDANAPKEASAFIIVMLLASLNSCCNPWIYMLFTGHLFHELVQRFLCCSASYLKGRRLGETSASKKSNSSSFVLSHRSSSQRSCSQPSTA
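Replication – single well per compound, singlicate · Assay system – CHO cell line stably expressing human OTR · Timing – 6 min pre-incubation, 100 s read · Measure – normalized max/min fluorescence ratio, % activation · Doses – 3.0 µM, one dose · Detection – Fluo-8 calcium dye fluorescence · Probe or stimulus – oxytocin near EC15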
CHO parental Ca: counter-screen for OX1R antagonists: effect in parental CHO cells; parental CHO-K1, ATP-induced calcium, Fluo-8 fluorescence; inhibition, % at 5.6 µM; hit rate 0.63% among 330,000;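 active = inhibition above that plate's mean sample inhibition plus 3 SD, cut at about 26% in these data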;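 note: 0% = ATP-challenged DMSO wells and 100% = DMSO wells without ATP; some compounds past the cut are filed as inactive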
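Assay system – parental CHO cells · Reagent – ATP stimulus · Detection – intracellular calcium via Fluo-8 no-wash fluorescent dye · Evaluation – percent inhibition of ATP-evoked calcium rise, normalized to controls · Controls – ATP wells versus no-ATP DMSO wells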
CHO-K1 Ca antag: nonselective inhibitor or artifact in parental CHO-K1 cells. ATP-induced calcium, Fluo-8 fluorescence. inhibition, % at 3 µM. hit rate 0.6% among 360,000;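 active = inhibition above a per-plate cutoff, the plate's mean sample inhibition plus 3 SD, cut at about 24% in these data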;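 note: 0% = DMSO plus EC80 ATP and 100% = DMSO alone without ATP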
CHO-K1 Ca PAM: nonselective activator or artifact in parental CHO-K1 calcium assay. ATP EC20, Fluo-8 calcium fluorescence; 0% at ATP EC20, 100% at ATP max. activation, % at 3 µM. hit rate 0.02% among 360,000;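 active = activation above the run cutoff, the mean activation of all test compounds plus 3 SD, cut at about 40% in these data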;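 note: peak over basal fluorescence ratio in a 140 s read after ATP addition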
The depositor's hits bear a star; . = no result given. Not a hit list; about 3.3% have a hit in one of these screens.

entry | SMILES | TAAR1 antag | CHO-K1 Ca ag | TAAR1 ag | M1 ag | V1aR counter
1 | Cc1ccc2oc(-c3cccc(NC(=O)Cc4cccs4)c3)nc2c1 | -1.4 | -0.1 | 2.3 | 2.7 | -0.5
2 | C=CCn1c(-c2cccc([N+](=O)[O-])c2)n[nH]c1=S | 0.5 | 0.6 | -0.1 | -6.5 | 0.2
3 | CCOC(=O)Nc1ccc(C)cc1NC(=O)OCC | -11.1 | 0.4 | 4.2 | -2.7 | -0.7
4 | O=C(CCCSc1nc2ccccc2[nH]1)NC1=NCCS1 | 8.8 | 0.4 | 7.3 | -4.1 | 1.5
5 | Cc1cc(C(=O)Nc2cccc(NC(=O)c3ccco3)c2)ccc1[N+](=O)[O-] | 57.9* | 10.1 | 10.6 | -0.1 | .
6 | CCCCCNC(=O)c1ccc2c(=O)[nH]c3c(C(=O)NCC4CCCO4)sc(=S)n3c2c1 (centres undefined) | -8.4 | -0.5 | 13.1 | -1.0 | -1.1
7 | COC(=O)C1=C(C)N(CCc2c[nH]c3ccc(OC)cc23)C(=O)C1 | -8.1 | 0.1 | 1.3 | -4.7 | 0.5
8 | O=C(c1ccco1)N(Cc1cccc([N+](=O)[O-])c1)c1ccc(Br)cc1 | 3.6 | -0.4 | 0.1 | -11.8 | -1.4
9 | Cc1nnsc1C(=O)Nc1ccc(Cl)cc1Cl | 3.9 | 0.0 | -0.3 | -7.0 | -1.0
10 | CN(C)c1ccc(C2N(c3ccc(F)cc3)C(=O)C3CCCN32)cc1 (centres undefined) | 9.4 | 0.5 | -0.3 | -7.2 | 0.4
11 | CCN1CCN(C(=O)c2cc(S(=O)(=O)Nc3ccc(S(C)(=O)=O)cc3)ccc2Cl)CC1 | 1.3 | -0.5 | 5.0 | -3.9 | -0.4
12 | O=C1/C(=C\c2ccc(O)cc2)SC(=S)N1Cc1ccccc1 | 22.3 | 0.7 | 19.2 | 3.3 | 5.8
13 | O=C1CCC(=O)N(O)CCCCCNC(=O)CCC(=O)N(O)CCCCCNC(=O)CCC(=O)N(O)CCCCCN1 | -7.1 | -0.1 | 1.0 | -2.7 | 0.7
14 | Fc1ccc(OCc2nn3c(Cn4nnc5ccccc54)nnc3s2)cc1 | 4.8 | 1.3 | 2.9 | -3.5 | 3.4
15 | COc1ccc(Br)cc1/C=N/NC(=O)c1ccco1 | 8.3 | 0.4 | 9.5 | -4.4 | -0.5

entry | OXTR potentiate | CHO parental Ca | CHO-K1 Ca antag | CHO-K1 Ca PAM
1 | -2.7 | -9.4 | -28.1 | 17.1
2 | 4.2 | -2.4 | -6.7 | 22.1
3 | -12.8 | -8.7 | 5.1 | 10.6
4 | 3.4 | -11.2 | 4.5 | 6.6
5 | . | . | -5.5 | 13.2
6 | -13.3 | 1.9 | -3.1 | -3.5
7 | -0.9 | 10.5 | -12.9 | -0.5
8 | -14.0 | -19.7 | 1.0 | -0.7
9 | -1.5 | -6.9 | -5.8 | 16.8
10 | -5.3 | 2.5 | 3.1 | 11.9
11 | -5.0 | -4.0 | -7.9 | -1.6
12 | -9.2 | 13.3 | 0.6 | 3.1
13 | 2.1 | -10.8 | 3.7 | 0.6
14 | -8.7 | -16.9 | 1.9 | -6.5
15 | 1.0 | -27.0 | -0.3 | 2.6

In another format: entries from further up
#5 Cc1cc(C(=O)Nc2cccc(NC(=O)c3ccco3)c2)ccc1[N+](=O)[O-]
#6 CCCCCNC(=O)c1ccc2c(=O)[nH]c3c(C(=O)NCC4CCCO4)sc(=S)n3c2c1 (centres undefined)
#7 COC(=O)C1=C(C)N(CCc2c[nH]c3ccc(OC)cc23)C(=O)C1
#8 O=C(c1ccco1)N(Cc1cccc([N+](=O)[O-])c1)c1ccc(Br)cc1
#9 Cc1nnsc1C(=O)Nc1ccc(Cl)cc1Cl
#10 CN(C)c1ccc(C2N(c3ccc(F)cc3)C(=O)C3CCCN32)cc1 (centres undefined)
#11 CCN1CCN(C(=O)c2cc(S(=O)(=O)Nc3ccc(S(C)(=O)=O)cc3)ccc2Cl)CC1
#12 O=C1/C(=C\c2ccc(O)cc2)SC(=S)N1Cc1ccccc1
#13 O=C1CCC(=O)N(O)CCCCCNC(=O)CCC(=O)N(O)CCCCCNC(=O)CCC(=O)N(O)CCCCCN1
#14 Fc1ccc(OCc2nn3c(Cn4nnc5ccccc54)nnc3s2)cc1

| Compound | 5 | 6 | 7 | 8 | 9 | 10 | 11 | 12 | 13 | 14 |
| --- | --- | --- | --- | --- | --- | --- | --- | --- | --- | --- |
| TAAR1 antag | 57.9* | -8.4 | -8.1 | 3.6 | 3.9 | 9.4 | 1.3 | 22.3 | -7.1 | 4.8 |
| CHO-K1 Ca ag | 10.1 | -0.5 | 0.1 | -0.4 | 0.0 | 0.5 | -0.5 | 0.7 | -0.1 | 1.3 |
| TAAR1 ag | 10.6 | 13.1 | 1.3 | 0.1 | -0.3 | -0.3 | 5.0 | 19.2 | 1.0 | 2.9 |
| M1 ag | -0.1 | -1.0 | -4.7 | -11.8 | -7.0 | -7.2 | -3.9 | 3.3 | -2.7 | -3.5 |
| V1aR counter | . | -1.1 | 0.5 | -1.4 | -1.0 | 0.4 | -0.4 | 5.8 | 0.7 | 3.4 |
| OXTR potentiate | . | -13.3 | -0.9 | -14.0 | -1.5 | -5.3 | -5.0 | -9.2 | 2.1 | -8.7 |
| CHO parental Ca | . | 1.9 | 10.5 | -19.7 | -6.9 | 2.5 | -4.0 | 13.3 | -10.8 | -16.9 |
| CHO-K1 Ca antag | -5.5 | -3.1 | -12.9 | 1.0 | -5.8 | 3.1 | -7.9 | 0.6 | 3.7 | 1.9 |
| CHO-K1 Ca PAM | 13.2 | -3.5 | -0.5 | -0.7 | 16.8 | 11.9 | -1.6 | 3.1 | 0.6 | -6.5 |

The listing picks up; the 2 compounds before the break are reprinted first.
entry | SMILES | TAAR1 antag | CHO-K1 Ca ag | TAAR1 ag | M1 ag | V1aR counter
14 | Fc1ccc(OCc2nn3c(Cn4nnc5ccccc54)nnc3s2)cc1 | 4.8 | 1.3 | 2.9 | -3.5 | 3.4
15 | COc1ccc(Br)cc1/C=N/NC(=O)c1ccco1 | 8.3 | 0.4 | 9.5 | -4.4 | -0.5
16 | Cc1nc2c(cc1C(=O)N/N=C/c1ccc(O)c(O)c1)c(=O)n(C)c(=O)n2C | -7.6 | 0.2 | 11.7 | -1.5 | 0.5
17 | CCOc1ccc(N(CC(=O)N2CCOCC2)S(=O)(=O)c2ccc(SC)cc2)cc1 | -12.2 | 0.2 | 4.7 | -3.9 | 1.5
18 | Cc1cnc(NC(=O)Cn2cnc3c2c(=O)n(C)c(=O)n3C)s1 | -12.3 | 0.7 | 0.5 | -0.5 | 1.3
19 | CCOC(=O)c1cc(C)n(CCc2ccccc2)c1C | 19.6 | 0.2 | 50.5* | -3.1 | -0.3
20 | COCCc1nnc(NC(=O)C(C)C)s1 | -23.5 | 1.1 | 0.7 | -1.8 | 0.9
21 | COc1ccc(CNC(=O)c2sc(=O)n(Cc3ccc(C)cc3)c2C)cc1 | 30.6 | 2.2 | 5.8 | 3.8 | .
22 | COc1ccc(/C=C2\SC(=O)N(CCNC(=O)Cn3cnnn3)C2=O)cc1 | . | 1.8 | . | -7.4 | 1.1
23 | O=C(c1cnc(-c2ccc(Cl)cc2)s1)c1ccc(Cl)cc1Cl | . | 0.0 | . | 2.4 | -0.2
24 | COc1cc(C=Nc2cccc([N+](=O)[O-])c2C)ccc1OC(C)=O | -3.2 | 0.5 | 0.0 | -4.3 | 0.2
25 | Cc1ccc(S(=O)(=O)N2[C@@H](c3ccc(Br)cc3)C(C(=O)O)=CC[C@H]2c2ccc(C(C)C)cc2)cc1 | 3.0 | 0.3 | 0.2 | -2.6 | 2.3

entry | OXTR potentiate | CHO parental Ca | CHO-K1 Ca antag | CHO-K1 Ca PAM
14 | -8.7 | -16.9 | 1.9 | -6.5
15 | 1.0 | -27.0 | -0.3 | 2.6
16 | 0.8 | -4.5 | -5.2 | 11.2
17 | -5.3 | -10.4 | -16.4 | 13.4
18 | 1.1 | -14.7 | -7.3 | -0.7
19 | -1.7 | -24.2 | -8.0 | 12.1
20 | -4.8 | 15.6 | -4.9 | 13.9
21 | . | . | -7.6 | 13.7
22 | -0.5 | -10.3 | -7.2 | 12.4
23 | 0.3 | -4.2 | -9.6 | 21.3
24 | -2.5 | 1.4 | 0.8 | 15.0
25 | -8.0 | 74.7* | -0.8 | 10.2
